High-throughput results deposited in PubChem BioAssay by National Center for Advancing Translational Sciences (NCATS).
MCF10A rereplic: inducers of DNA re-replication in MCF 10A breast cells; MCF 10A DNA re-replication, Hoechst nuclear intensity, 48 h; Potency, µM (top dose mostly 46.1 µM), for inactives: top-dose activity, positive = re-replication, actives largely listed as activators; hit rate 2.9% among 350,000; AID 624296; also: % of control where 0% means no effect; nearly all actives have a fitted effect of over 50% in size
A549 tox: kills or reduces viability of A549 cells in Nrf2 counter-screen. A549 ARE-Fluc cells, CellTiter-Fluor viability, 18-24 h. Potency, µM (doses to about 46 µM), for inactives: top-dose activity change, negative = cytotoxicity, usual class: inhibitors. hit rate 0.16% among 390,000; also: % is scaled to controls: 0 for no effect and ±100 for the full control effect
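A549 ARE-Fluc cells in 5% FBS OPTI-MEM, 5000 cells/well, rested 2 h then exposed to compounds in concentration-response for 18-24 h at 37 °C. Viability by CellTiter-Fluor fluorescence (Ex 405/Em 525) after 30 min; luciferase luminescence (BugLite, 15 min, RT) read afterwards.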
TGFb SMAD3 inh: TGF-b pathway inhibition. HepG2 CAGA-GFP TGF-b/SMAD3 reporter, GFP fluorescence, 18 h; TGF-beta stimulated, 500 pg/mL final. hit rate 1.2% among 410,000. Potency, µM (doses to about 46.1 µM), for inactives: at the highest dose activity, negative = inhibition, hits mostly inhibitors. AID 588855; also: % is scaled to controls: 0 for no effect and ±100 for the full control effect; nearly all actives have a fitted effect of over 65% in size
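HEPG2 CAGA-GFP reporter cells (1000/well, DMEM with 1% FBS) received compounds, then recombinant TGF-beta at 500 pg/mL final for 18 hours at 37 degrees C. Per-cell GFP summed per well was normalised to unstimulated and stimulated DMSO controls before curve fitting.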
Nrf2 inh: Nrf2 pathway inhibition; A549 ARE-Fluc reporter, luciferase luminescence, 18-24 h; Potency, µM (series often up to 46 µM), without a hit: at the top dose activity change, negative = inhibition, most hits filed as inhibitors; hit rate 2.1% among 360,000; AID 504444; also: % is scaled to controls: 0 for no effect and ±100 for the full control effect; nearly all actives have a fitted effect of over 60% in size
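Reporter: ARE-Fluc in A549. Exposure: 18-24 h, 37 °C, 5% CO2, 5% FBS OPTI-MEM. Readouts: fluorescent cytotoxicity (CellTiter-Fluor), then luminescent Nrf2 signal after BugLite.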
EPAC2 antag: EPAC2 (human) antagonism; EPAC2 GEF exchange of Rap1B-BODIPY-GDP, fluorescence; Potency, µM (series often up to 114 µM), for inactives: at the highest dose activity, negative = inhibition, usual class: inhibitors; hit rate 0.18% among 360,000; also: % is scaled to controls: 0 for no effect and ±100 for the full control effect; nearly all actives have a fitted effect of over 45% in size; many of its hits are not listed in these tables
Target sequence (Q8WZA2 whole entry, looked up): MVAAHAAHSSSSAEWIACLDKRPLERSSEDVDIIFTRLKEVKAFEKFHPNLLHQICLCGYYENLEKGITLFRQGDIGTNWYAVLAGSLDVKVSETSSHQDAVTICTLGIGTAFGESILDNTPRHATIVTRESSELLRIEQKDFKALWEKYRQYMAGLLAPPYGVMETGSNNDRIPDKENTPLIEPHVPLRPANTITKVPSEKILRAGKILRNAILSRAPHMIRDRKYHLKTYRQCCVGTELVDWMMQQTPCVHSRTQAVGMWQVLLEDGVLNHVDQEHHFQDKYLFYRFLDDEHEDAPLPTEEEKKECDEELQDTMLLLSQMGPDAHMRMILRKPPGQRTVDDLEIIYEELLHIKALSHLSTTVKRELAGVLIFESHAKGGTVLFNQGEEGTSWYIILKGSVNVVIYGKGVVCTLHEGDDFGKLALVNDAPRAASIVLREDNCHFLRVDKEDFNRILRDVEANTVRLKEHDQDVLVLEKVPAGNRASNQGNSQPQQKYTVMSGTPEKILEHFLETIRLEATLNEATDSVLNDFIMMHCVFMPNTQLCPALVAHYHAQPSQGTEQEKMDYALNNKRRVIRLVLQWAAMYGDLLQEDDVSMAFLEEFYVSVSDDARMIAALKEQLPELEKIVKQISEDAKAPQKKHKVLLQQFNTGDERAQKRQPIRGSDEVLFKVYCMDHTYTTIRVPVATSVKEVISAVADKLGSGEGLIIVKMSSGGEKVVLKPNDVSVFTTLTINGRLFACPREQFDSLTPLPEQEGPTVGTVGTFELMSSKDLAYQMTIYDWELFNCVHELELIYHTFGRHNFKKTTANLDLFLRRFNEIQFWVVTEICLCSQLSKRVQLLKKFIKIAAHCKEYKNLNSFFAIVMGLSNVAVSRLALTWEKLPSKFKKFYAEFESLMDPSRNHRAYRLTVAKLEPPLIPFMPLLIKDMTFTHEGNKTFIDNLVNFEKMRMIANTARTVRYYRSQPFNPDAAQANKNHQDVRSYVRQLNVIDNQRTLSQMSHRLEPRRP
S2 tox: cell viability loss in ATXN counter-screen. S2 cells (HEK-293 line with an ATXN2-luciferase reporter) viability, CellTiter-Fluor protease fluorescence, 24 h. Potency, µM (highest dose often 56.7 µM), hits mostly cytotoxic. hit rate 0.49% among 400,000. AID 651635; also: nearly all actives have a fitted effect of over 40% in size
HepG2 tox: HepG2 cytotoxicity, counter-screen for TGF-b inhibitors; AID 588856; Potency, µM (series often up to 46.1 µM), inactives show top-dose activity change, negative = cytotoxicity, most hits filed as cytotoxic; hit rate 0.76% among 410,000; HepG2 CAGA-GFP viability, ATP luminescence, 18 h; also: some results filed as inactive show a strong effect at the top dose
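HepG2 CAGA-GFP cells (1000/well, DMEM with 1% FBS) received compound, then TGF-beta at 500 pg/mL final, and were incubated 18 hours at 37 degrees C. Viability was read by CellTiter-Glo luminescence. Media-only wells were set as complete cell-killing and DMSO as no toxicity.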
Nrf2 activator: activators of Nrf2 (ARE) signaling; AREc32 ARE-luciferase reporter (MCF7-derived line), luminescence, 24 h; Potency, µM (series often up to 46.1 µM), for inactives: at the highest dose activation, most hits filed as activators; hit rate 0.31% among 410,000; AID 624171; also: % of control where 0% means no effect; nearly all actives have a fitted effect of over 65% in size
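Steps: seed AREc32_Fluc cells (1000/well, 5% FBS OPTI-MEM); incubate overnight at 37 deg C; add 23 nL compound; incubate 24 hr; add Steady-Glo; hold 30 min RT; read luminescence.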
ATXN2 expr inh: ATXN2 expression inhibition. HEK-293 ATXN2-luciferase reporter, luminescence, 24 h. Potency, µM (top dose mostly 57 µM), inactives show at the highest dose activity change, negative = inhibition, usual class: inhibitors. hit rate 0.72% among 360,000. AID 1745845; also: % is scaled to controls: 0 for no effect and ±100 for the full control effect; nearly all actives have a fitted effect of over 55% in size
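qHTS (up to 57 uM final) was run with 24 h compound exposure of reporter cells at 37 °C. Each well was multiplexed: SteadyGlo luminescence measured ATXN2-luciferase expression after a fluorogenic Gly-Phe-AFC viability readout (25 uM final).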
The depositor's hits bear a star; i = inactive; ? = inconclusive; / = not tested or not shown; & = joins results of further samples; [ ] = another dose, or the depositor's remark. Calls follow the shape of the dose curve; as a rule, active = well fitted curve in the direction sought with a large enough effect; inconclusive = small, poorly fitted or top-dose-only effect, or another doubt; inactive = no such curve, though single readings can be large; an effect the other way counts as inactive or inconclusive. Potency is read from the fitted curve at half-maximal effect. These rows are one share of the data; the hit share may differ from the screen's.

| SMILES | EPAC2 antag | A549 tox | Nrf2 inh | MCF10A rereplic | S2 tox | TGFb SMAD3 inh | HepG2 tox | Nrf2 activator | ATXN2 expr inh |
| --- | --- | --- | --- | --- | --- | --- | --- | --- | --- |
| COc1ccc(NS(=O)(=O)c2ccc(/C=C/C(=O)O)cc2)cc1S(=O)(=O)N1CCOCC1 | 5% | -5% | 8% | 1% | ? | -11% | 3% | 0.3% | -5% |
| Cc1ccc(N(CC(=O)NC(C)c2ccccc2)S(=O)(=O)c2c(C)n[nH]c2C)cc1 (centres undefined) | 6% | 9% | ? | ? | i | -13% | -5% | -0.3% | 3% |
| COc1ccc(Cl)cc1NC(=O)CN1CCN(C(=O)N2CCOCC2)CC1 | -2% | -2% | -4% | 0% | i | ? | -4% | -0.1% | 3% |
| CN(CC(=O)Nc1c(Cl)cccc1Cl)C(=O)CCNS(=O)(=O)c1ccccc1C(F)(F)F | -2% | -17% | ? | -3% | i | -6% | 4% | 0.1% | 13% |
| Cc1ccc(NC(=O)CN(C)C(=O)COc2cccc3ccc(C)nc23)cc1 | -7% | 5% | 8% | 0% | i | 1% | -12% | 0.3% | -9% |
| O=C(Cn1nnc(-c2ccc(F)cc2)n1)Nc1ccc2c(c1)OCCO2 | 4% | -8% | ? | ? | i | -4% | 4% | -0.7% | -18% |
| O=C1C2C3C=CC(C3)C2C(=O)N1c1ccccc1 (centres undefined) | 0% | / | 11% | -1% | i | 0% | -1% | -0.8% | 0% |
| Cc1cc(C)c(-c2c(O)c3cccc4c3n(c2=O)CCC4)c(C)c1 | 6% | -17% | -5% | 10% | ? | 4% | 6% | 0.1% | 1% |
| O=[N+]([O-])c1ccccc1NC(=S)N/N=C/c1ccc(O)c(O)c1 | -7% | -3% | ? | 8% | ? | -10% | -35% | 22% | 42%[activator] |
| Cc1cc(=O)n2nc(-c3ccc(C(F)(F)F)cc3)sc2n1 | 14% | 8% | ? | 1% | i | -9% | 5% | 0.1% | 43%[activator] |
| Cc1ccc(C(C(=O)NCC2CCCO2)N(Cc2ccccc2F)C(=O)Cn2nnc(-c3cccs3)n2)cc1 (centres undefined) | 10% | 1% | 3% | 0% | i | -11% | -2% | -0.1% | 14% |
| CC(=O)c1ccc(NC(=O)CSc2nc(N3CCOCC3)nc(N3CCOCC3)n2)cc1 | -3% | -7% | -6% | 5% | ? | -17% | -10% | 1.0% | 28% |
| CCOc1ccc(NC(=O)c2cc(-c3ccc(C)c(F)c3)on2)c([N+](=O)[O-])c1 | / | 4% | 6% | / | i | 27% | 11% | 0.8% | 4% |
| FC(F)(F)c1cc(Oc2ccccc2)nc(-c2ccccn2)n1 | 7% | -4% | ? | 18% | i | -17% | -17% | 0.2% | 1% |
| O=C(Cn1ncn2cccc2c1=O)N1CCCCC1 | -2% | 2% | 3% | -26% | i | 0% | 16% | -0.7% | 2% |
| CSc1nc2[nH]c3c(c2c2ncnn12)CCCC3 | -7% | -16% | / | 7% | ? | -25% | -37% | 9.1% | -23% |
| Oc1ccc(C23CCCC2C2(CCCC2)c2ccc(O)cc2O3)c(O)c1 (centres undefined) | -11% | -12% | ? | ? | i | ? | -51% | 8.7% | -24% |
| S=c1[nH]nc(-c2ccc(Cl)cc2)n1/N=C/C=C/c1ccco1 | 5% | -4% | -2% | -1% | i | -12% | -26% | ? | 26% |
| CC(C)Cc1nnc(NC(=O)CCC(=O)N2CCN(c3ccc(F)cc3)CC2)s1 | 1% | -2% | -4% | -1% | i | -3% | -1% | 0.1% | -11% |
| COc1nc2ccc(C)cc2cc1-c1noc(-c2ccccc2)n1 | -4% | -2% | 6% | ? | i | -32% | -35% | ? | 8% |
| CCCC(C)NC(=O)c1ccc(OCc2ccc(Cl)cc2)c(OC)c1 (centres undefined) | -5% | -14% | -23% | 17% | i | -14% | -39% | -0.1% | -24% |
| CCOC(=O)c1c(NC(=O)CSc2nnc(C)s2)sc2c1CCC(C)C2 (centres undefined) | -18% | 1% | / | ? | i | ? | -9% | 4.6% | -11% |
| NS(=O)(=O)c1ccc(CCNC(=O)C(=O)NCC2OCCN2S(=O)(=O)c2cccs2)cc1 (centres undefined) | 4% | 2% | -24% | 2% | i | 4% | 3% | -0.1% | -9% |
| O=C(CCc1c[nH]c2ccccc12)N/N=C/c1ccc2c(c1)OCO2 | -13% | 6% | 19% | 9% | i | -9% | -8% | 2.3% | -21% |
| CN1CCC(NC(=S)NC2CC2)CC1 | -8% | 5% | 8% | -42%[inhibitor] | i | 15% | 48% | -0.7% | -10% |
| Cc1ccc(N(CC(=O)NC2CCCCC2)C(=O)Cn2nnc(-c3ccc(C)o3)n2)cc1 | 9% | 0% | -15% | -2% | i | -7% | -16% | -0.5% | -4% |
| COc1ccc(-c2oc3ccccc3c(=O)c2OC(C)=O)cc1 | -7% | -16% | -30% | ? | / | ? | -19% | 2.7% | -22% |
| CCC(=O)N(CCc1ccccc1)Cc1cc2cc3c(cc2[nH]c1=O)OCO3 | 20% | -2% | -16% | -1% | i | -12% | 4% | 0.1% | 1% |
| N#CCSc1nc2ccccc2c(=O)n1CC1CCCC1 | -28% | 4% | -8% | 26% | i | 6% | 0% | 0.1% | / |
| CCCN1CCN(CC(=O)Nc2nc3ccccc3s2)CC1 | -1% | -1% | 11% | 1% | i | -1% | 1% | 0.2% | 2% |
| O=C1CCC[C@@H]2C[C@@]3(C[C@@H]4CCN1[C@H]24)Nc1cc(Cl)ccc1NC3=NCc1ccccc1 | -1% | -10% | 23% | -25% | i | ? | 1%&-18% | 6.6% | 30% |
| COc1ccc(-c2nc(CN3CCC(C(=O)NCc4ccc(F)cc4)CC3)c(C)o2)cc1OC | / | 14% | -9% | / | i | 4% | -16% | 4.0% | 13% |
| Cc1ccc2cc(CCNS(=O)(=O)c3ccc(Cl)cc3)c(=O)[nH]c2c1C | -4% | 1% | -20% | 0% | i | 11% | -3% | 2.0% | -1% |
| CC1(C)CC(C(CCN(Cc2ccccc2)C(=O)c2ccco2)c2ccc(F)cc2)CCO1 (centres undefined) | -10% | -19% | ? | 8.2µM* | ? | ? | -72% | -2.8% | ? |
| Clc1ccccc1Nc1nc(-c2cccnc2)cs1 | -5% | -2% | ? | -4% | i | -1% | -18% | 4.5% | 173%[activator] |
| CCOC(=O)c1ccc(-n2c(=S)sc3c(=O)[nH]c(C)nc32)cc1 | 5% | -1% | -4% | 5% | i | 0% | -24% | 0.3% | -11% |
| O=c1c2ccccc2nc2n1C(CSc1ccc(F)cc1)CS2 (centres undefined) | 4% | 1% | 4% | 0% | ? | -2% | 0% | 0.3% | 8%[11.3 µM] |
| CCOC(=O)N1CCN(S(=O)(=O)c2ccc(F)c(C(=O)Nc3cc(C)cc(C)c3)c2)CC1 | -10% | -1% | ? | 15% | i | 1% | 0% | 0.5% | -9% |
| O=C1CSC(=S)N1c1cccc(O)c1 | 3% | 0% | -2% | ? | i | 0% | -35% | 3.7% | -29% |
| Clc1cc(Cl)cc(Nc2ncn[nH]2)c1 | 3% | / | -11% | -2% | i | -3% | -3% | 0.0% | -16% |
| O=C(COC(=O)c1n[nH]c2ccccc12)NC(=O)NC1CCCCC1 | 6% | -2% | -4% | -2% | i | 2% | -14% | -0.3% | 4% |
| O=C(CCNC(=O)c1ccco1)Nc1ccc(Cl)cc1 | 12% | -12% | -16% | ? | i | 6% | -3% | -0.2% | 9% |
| O=C1CC(N2CCC(c3nc4ccccc4o3)CC2)C(=O)N1c1ccc(Cl)c(C(F)(F)F)c1 (centres undefined) | -13% | -7% | -4% | 2% | i | -2% | -19% | -0.5% | -12% |
| Cc1ccc[n+](CC(=O)Nc2c(Cl)cc(Cl)cc2Cl)c1 | -4% | 0% | -10% | -2% | i | 0% | -10% | -0.4% | -14% |
| C=C(C)Cc1c(C)c(C#N)c2nc3ccccc3n2c1N1CCCCC1 | 1% | -1% | 21% | ? | i | -3% | 0% | 0.1% | -16% |
| Cc1oc(-c2cc(F)cc(F)c2)nc1CN1CCN(C(=O)c2ccco2)CC1 | 0% | 0% | -26% | 8% | i | -7% | -57% | -0.4% | 7% |
| CC(C)NC(=O)c1ccccc1NC(=O)Cc1ccc(Br)cc1 | -1% | 6% | 12% | 5% | i | -23% | 0% | 0.8% | 6% |
| COc1ccc(C2CC(=O)c3cnc(N)nc3C2)c(OC)c1 (centres undefined) | 6% | -4% | -17% | 1% | i | -1% | 14% | -0.4% | -1% |
| O=C(NCc1ccco1)c1ccc(Cn2c(=O)c3sccc3n(Cc3cccc(F)c3)c2=O)cc1 | 3% | 1% | ? | 9% | i | 0% | -13% | 3.5% | -21% |
| CC(C)(C)OC(=O)NCCCCCNC(=O)c1[nH]cnc1C(=O)N[C@@H](Cc1ccccc1)C(=O)OC(C)(C)C | -18% | -8% | -11% | ? | ? | ? | -51% | 0.0% | ? |
| COc1cc(/C=N/N(C)C)ccc1OC(=O)c1ccco1 | 13% | 1% | 5% | 14% | i | -11% | 0% | 0.7% | -7% |
| N#Cc1ccc(OCC(=O)N2CCN(S(=O)(=O)c3ccc(Cl)s3)CC2)cc1 | -4% | -12% | 23µM* | ? | i | ? | -20% | -0.3% | -37% |
| Cc1ccccc1-c1nc(Cc2ccccc2)no1 | -4% | 6% | / | -1% | i | -3% | 1% | 6.3% | 49%[activator] |
| C/C(=N\N1CCN(c2ccccc2)CC1)c1ccccc1O | 5% | 1% | 0% | -8% | i | 5% | -11% | 3.3% | / |
| CC(=O)Nc1ccc(OCCOc2ccc(/C=C3\C(=N)N4N=C(C(C)C)SC4=NC3=O)cc2)cc1 | 39%[activator] | -4% | 2% | 16% | i | -3% | 0% | 1.9% | / |
| COc1ccc(OCC(=O)Nc2nccs2)cc1 | 8% | 1% | ? | -2% | / | 2% | -26% | -1.4% | ? |
| N#Cc1ccc(C(=O)NC2=NCCS2)cc1 | 2% | 15% | ? | ? | i | 4% | 8% | 5.3% | / |
| COc1ccc(C)cc1NC(=O)C(=O)NCC1(c2ccccc2)CCCC1 | / | 16% | 1% | / | i | 16% | -9% | 0.0% | -5% |
